# Screening results as filed in PubChem.
# NCI-60 one-dose screen, 48 h, at 10 µM unless noted. Numbers give growth in % (100 = growth as untreated, 0 = no growth, -100 = all killed).
# MCF7: MCF7 breast cancer; hit rate 6.3% among 82,000
# MDA-MB-468: MDA-MB-468 breast cancer | hit rate 8.5% among 78,000
# MOLT-4: MOLT-4 leukemia cells; hit rate 6.9% among 80,000
# BT-549: BT-549 breast cancer. hit rate 4.4% among 78,000
# K-562: K-562 leukemia. hit rate 7.4% among 78,000
# MDA-MB-231: MDA-MB-231 breast cancer; hit rate 5% among 81,000
# MDA-MB-435: MDA-MB-435 melanoma. hit rate 7.8% among 82,000
# SR: SR leukemia cells; hit rate 8.7% among 73,000
# * marks the source's active call; other numbers are inactive results; / = no result given; & = joins results of further samples; ! = a repeat was not active. How the source made its calls: active means growth percent below 10; inactive means the rest. No enrichment for hits, and some 15% of all compounds hit somewhere here.
SMILES,MCF7,MDA-MB-468,MOLT-4,BT-549,K-562,MDA-MB-231,MDA-MB-435,SR
CN(CCO)CC(O)Cn1cnc2c1c(=O)n(C)c(=O)n2C (centres undefined) (tested in a mixture with another compound),96.3,111.3,59.7,92.1,54.2,95.8,101.6,/
CCNc1nc2ccccc2c2c(=O)c3cccc(OC)c3sc12,56.2,95.6,96.7,91.7,89.6,79.8,110.4,82.6
CCCCCCCCN1C(=O)/C(=c2\sc3n(c2=O)C2C(NN=3)N(CC)C(=O)N2CC)c2ccccc21 (centres undefined),85.2,68.3,101.0,86.9,92.6,71.5,57.3,77.5
C/C=C/Cc1ccc(O)cc1,111.3,107.6,72.4,105.2,90.3,102.6,99.4,71.0
Cn1c(SCc2nc(N)c3ccccc3n2)nnc1-c1cccs1,113.1,/,93.5,120.1,93.9,110.9,99.5,96.6
Cc1ccccc1Oc1ccccc1C(=O)O,93.4,99.9,90.2,85.5,96.8,107.6,101.7,93.7
CCOc1cc(/C=N\Nc2ccc([N+](=O)[O-])cn2)ccc1O,100.5,129.0,107.3,102.9,101.9,93.0,102.2,114.9
CCOC(=O)c1c(NC(=O)c2cccc(C(F)(F)F)c2)sc2c1CCC(OCC)=C2,66.6,64.8,33.4,80.0,40.5,97.7,90.0,85.3
N#CN(Cc1ccccc1)Cc1ccccc1,104.7,98.0,100.3,107.5,119.8,102.6,107.0,99.6
CC1=Cc2cc(Cl)cc(Cl)c2OC12C=Cc1cc(Cl)cc(Cl)c1O2 (centres undefined),97.7,98.2,103.4,112.4,102.9,106.6,105.5,106.3
Nc1nc(NC2CC2)c2ncn(C3C=C[C@@H](CO)C3)c2n1 (some centres undefined),97.5,115.5,84.2,107.4,106.1,92.7,109.2,66.4
CNC(=O)c1cc(Oc2ccc3c(c2)sc2nc(-c4ccc(N)cc4)cn23)ccn1,20.2,40.6,15.0,5.6*,12.0,22.2,13.0,/
NS(=O)(=O)c1ccc(-n2cc(-c3cccc(NC(=O)c4cccc(OC(F)(F)F)c4)c3)nn2)cc1,86.4,122.0,102.7,109.8,94.2,94.4,99.8,89.5
CNC(=O)c1cc(Oc2cccc3nc(NC(=O)Nc4ccc(F)cc4)ccc23)ccn1,84.3,90.5,95.2,100.3,90.4,106.1,107.1,70.0
CN(C)CCN(Cc1ccco1)c1ccccn1,96.7&107.3,113.7&111.7,112.3&99.4,99.2&110.5,109.2&99.6,108.7&94.3,103.8&118.2,114.6&92.7
COc1ccc(/C=N/NC(=O)Cn2nc(Cc3ccccc3)c3onc(C)c3c2=O)cc1,79.8,145.3,91.5,107.2,84.9,87.3,100.4,95.5
CN(C)c1ccc(/C=C2\SC(N3CCCCC3)=NC2=O)cc1,94.7,112.9,88.1,104.5,75.4,92.3,100.4,68.8
CCc1ccccc1-n1c(=O)c(C#N)c(-c2ccc(O)cc2)c2c(=N)n(-c3ccc(OC)cc3)cnc21,101.5,103.4,97.1,117.2,119.0,106.8,113.8,126.9
N#Cc1ccc(C(=O)CSc2nc(Nc3cccc(S(N)(=O)=O)c3)c3ccccc3n2)cc1,80.4,91.7,46.0,81.9,71.4,84.2,100.2,66.4
Cc1nc2ccccc2c(/C=C/c2ccccc2)c1C(=O)/C=C/c1ccccc1,17.0,35.6,10.8,40.6,9.4*,29.8,-17.2*,12.3
CC(=O)Nc1ccc(F)cc1F,99.8,110.8,103.5,114.3,110.9,/,112.2,102.9
CC(=O)Oc1cc(C(=O)O)cc(OC(C)=O)c1OC(C)=O,93.0&102.5,107.7&98.6,94.1&116.1,102.1&109.8,108.3,97.3&94.0,106.4&116.4,100.8&117.2
COc1ccc(OC)c(-c2cc(-c3ccc(Cl)cc3)c(C#N)c(N)n2)c1,85.4,105.5,98.4,84.9,98.8,96.2,102.5,107.3
O=C(O)/C=C\C(=O)NNc1ccccc1,90.0,108.5,75.5,92.7,55.1,67.0,68.8,51.2
O=C(O)COc1c(F)cc(F)cc1Cl,94.9,98.9,104.0,90.5,103.9,102.9,102.5,100.4

# Reformatted with bars between the fields: 4 of the compounds above
Compound | MCF7 | MDA-MB-468 | MOLT-4 | BT-549 | K-562 | MDA-MB-231 | MDA-MB-435 | SR
COc1ccc(/C=N/NC(=O)Cn2nc(Cc3ccccc3)c3onc(C)c3c2=O)cc1 | 79.8 | 145.3 | 91.5 | 107.2 | 84.9 | 87.3 | 100.4 | 95.5
CC(=O)Nc1ccc(F)cc1F | 99.8 | 110.8 | 103.5 | 114.3 | 110.9 | / | 112.2 | 102.9
Cc1ccccc1Oc1ccccc1C(=O)O | 93.4 | 99.9 | 90.2 | 85.5 | 96.8 | 107.6 | 101.7 | 93.7
COc1ccc(OC)c(-c2cc(-c3ccc(Cl)cc3)c(C#N)c(N)n2)c1 | 85.4 | 105.5 | 98.4 | 84.9 | 98.8 | 96.2 | 102.5 | 107.3

# The listing picks up; the three compounds before the break are reprinted first.
SMILES,MCF7,MDA-MB-468,MOLT-4,BT-549,K-562,MDA-MB-231,MDA-MB-435,SR
COc1ccc(OC)c(-c2cc(-c3ccc(Cl)cc3)c(C#N)c(N)n2)c1,85.4,105.5,98.4,84.9,98.8,96.2,102.5,107.3
O=C(O)/C=C\C(=O)NNc1ccccc1,90.0,108.5,75.5,92.7,55.1,67.0,68.8,51.2
O=C(O)COc1c(F)cc(F)cc1Cl,94.9,98.9,104.0,90.5,103.9,102.9,102.5,100.4
Br/C(=N\Nc1nn[nH]n1)c1ccccc1,95.3,103.6,105.3,99.0,110.3,96.4,110.6,/
C/C(=N\NC(=S)N1CCCCC1)c1ccccn1,12.8,-27.4*,-3.7*,29.4,2.3*,24.7,14.6,-7.4*
COc1ccc([C@H]2[C@H](C(=O)Nc3cccc(C)n3)c3ccccc3C(=O)N2c2ccc(Oc3ccccc3)cc2)cc1,71.6,72.9,75.9,83.7,104.8,62.1,93.6,84.0
O=C1CN(/N=C\c2ccc([N+](=O)[O-])o2)C(=O)N1,97.7,106.8,96.1,106.2,74.2,109.8,101.1,66.3
C=C(C)[C@@H]1CC[C@]2(C(=O)O)CC[C@]3(C)[C@H](CC[C@@H]4[C@@]5(C)C[C@@H](CC#Cc6ccc(Cl)cc6)C(=O)C(C)(C)[C@@H]5CC[C@]43C)[C@@H]12,36.3,16.9,26.7,46.5,28.8,6.0*,46.6,49.9
O=C(O)[C@@H]1CCC(c2ccccc2)=N1,115.4,112.6,91.0,100.6,101.4,111.5,104.8,93.9
CSc1cccc(NC(=O)Nc2nc3c(C)cccc3s2)c1,76.4,84.6,99.9,118.8,89.8,115.7,106.4,83.7
O=C(O)c1cccc2ccc3c(c12)Nc1ccc2ccccc2c1S3,56.3,106.7,90.3,87.6,112.0,64.4,107.2,99.5
CCc1ccc(-c2nc(SCC(=O)NC3CCCCC3)n[nH]2)cc1,88.8,/,61.6,84.6,33.3,63.3,59.2,12.6
COc1cc(OC)cc(-c2nn(CC(=O)N3CCCCC3)c3ncnc(N)c23)c1,102.3,98.1,102.6,96.3,104.9,109.7,105.5,104.7
CCC(C)[C@@H]1NC(=O)[C@@H]2CCCN2C(=O)[C@H](CO)NC(=O)[C@H](Cc2ccccc2)NC(=O)[C@H](C(C)CC)NC(=O)[C@@H]2CCCN2C(=O)[C@H](Cc2ccccc2)NC1=O (some centres undefined),115.1,99.0,/,105.8,/,/,101.4,/
C[N+](C)=c1ccc2nc3c(cc(Nc4ccccc4)c4ccccc43)oc-2c1,32.5,-14.8*,38.0,41.7,38.5,47.0,53.5,22.1
COc1cccc(-c2nc3ccccc3n3cccc23)c1OC,88.3,118.2,92.0,95.2,88.4,110.4,106.8,/
CC1CC(=O)OC(C)(C)C1 (centres undefined),93.8,95.5,108.7,106.4,100.8,103.3,90.8,/
C=C(C)[C@H]1CC/C(C)=C/CC[C@@]2(C)O[C@@H]2CC/C(COC(C)=O)=C\[C@@H]1OC(C)=O,95.0,/,25.4,130.0,74.2,106.4,108.7,23.1
O=C(c1ccccc1)N1N=C(c2ccccc2)CC1c1nnc2n(Cc3ccccc3)c(=O)c3c4c(sc3n12)CCCC4 (centres undefined),96.4,/,88.8,114.7,115.6,111.4,97.9,-16.1*
CSc1nc2[nH]c(=O)[nH]c(=S)c2[nH]1,95.6,104.2,100.2,101.0,92.8,102.4,101.9,98.8
COc1ccc2[nH]cc(-c3csc(-c4ccc5ccccc5c4)n3)c2c1,94.8,86.2,74.1,101.1,101.6,109.5,84.8,77.8
O=C(Nc1cccc(NC(=O)c2ccc(CCl)cc2)c1)c1ccc(CCl)cc1,54.1,73.7,64.2,82.7,83.7,101.5,94.3,48.8
COc1ccccc1NC(=O)c1ccc(/C=C/C(=O)c2nccn2C)cc1,-45.6*,-40.7*,0.6*,-63.5*,2.1*,-27.0*,-75.7*,-18.2*
Cc1cc(C)nc(NS(=O)(=O)c2ccc(Nc3nc(C)c4c(=O)[nH]c(Nc5cccc(Cl)c5)nc4n3)cc2)n1,105.1,/,91.4,128.2,83.8,69.6,99.1,68.7
O=C(O)c1ccc(S)cc1,94.8,101.1,98.2,104.6,97.5,121.6,109.1,97.4
Cc1ccccc1OCc1cccc(Cl)c1,107.0,100.6,102.6,107.8,100.5,109.8,104.4,103.6
COc1ccc(-c2ccc(C)n2-c2ccc(-c3nc4cc(Cl)ccc4s3)cc2)cc1,48.3,-30.7*,/,115.9,/,85.8,95.1,76.9
CCOC(=O)C(C)(C)O,104.3,106.7,89.1,122.3,94.8,110.0,94.9,103.6

# Reprinted from the part before: three entries, then new ones.
SMILES,MCF7,MDA-MB-468,MOLT-4,BT-549,K-562,MDA-MB-231,MDA-MB-435,SR
Cc1ccccc1OCc1cccc(Cl)c1,107.0,100.6,102.6,107.8,100.5,109.8,104.4,103.6
COc1ccc(-c2ccc(C)n2-c2ccc(-c3nc4cc(Cl)ccc4s3)cc2)cc1,48.3,-30.7*,/,115.9,/,85.8,95.1,76.9
CCOC(=O)C(C)(C)O,104.3,106.7,89.1,122.3,94.8,110.0,94.9,103.6
Cc1ccc(S(=O)(=O)OCC(COS(=O)(=O)c2ccc(C)cc2)(COS(=O)(=O)c2ccc(C)cc2)COS(=O)(=O)c2ccc(C)cc2)cc1,96.8,104.8,93.1,105.0,96.1,103.3,90.2,120.3
O=c1cc(-c2nccc3c2[nH]c2ccccc23)c2cc(Cl)ccc2o1,27.2,2.4*,44.3,36.1,15.1,62.5,1.2*,15.2
OC(O)C(F)(F)F,94.7,/,96.6,99.2,94.2,130.5,100.8,96.7
Cc1c(C)c2ccc(OCc3nnc(Nc4ccccc4)s3)cc2oc1=O,78.0,44.7,92.5,90.6,59.6,99.6,77.8,95.5
O=c1oc(NCn2c(=O)[nH]c3ccccc3c2=O)nc2ccccc12,105.1,103.0,/,130.8,/,109.4,108.9,/
COC(=S)SCc1cc(=O)oc2ccc(C)cc12,81.8,106.5,100.0,112.3,87.9,111.5,104.8,82.1
COc1ccc(-c2cc(-c3cccnc3)nc3sc4c(N)ncnc4c23)cc1OC,102.4,114.1,105.0,87.0,92.2,87.2,103.8,73.6
CC(C)CCSc1nc(NNC(N)=O)c(C#N)c(-c2ccccc2)n1,102.7,108.3,110.1,46.7,99.2,99.6,108.8,105.1
CC1CNC(=S)N(c2ccccc2)C1=O (centres undefined),107.8,99.3,45.8,105.6,110.7,95.8,98.9,92.0
COc1ccc(NC(=O)Nc2ccc(NC(C)=O)cc2)c(OC)c1,102.5,111.9,109.0,112.4,102.9,109.6,103.5,93.6
COc1ccc(-c2nc(C(=O)Nc3ccccc3OC)nn2-c2cccc3ccccc23)cc1,59.3,81.0,70.3,65.8,55.2,68.4,44.4,60.3
CCN(CC)C(=S)SSC(=S)N(CC)CC,95.9&71.4,111.4&77.7,93.2&46.0,90.3&90.6,80.5&54.6,102.2&81.6,106.3&83.3,3.3*!
CCOC(=O)c1nn(C2CCCCO2)c2ccc(NS(=O)(=O)c3ccc(C)cc3)cc12 (centres undefined),93.1,105.2,86.2,91.8,82.8,94.2,100.1,106.9
CCC(C)C1C(=O)N(S(=O)(=O)c2ccc(NC(C)=O)cc2)C=CN1S(=O)(=O)c1ccc(C)cc1 (centres undefined),77.1,76.2,77.5,95.5,84.6,79.8,92.3,57.3
Oc1ccc(-c2nnc(SCc3ccc(O)c4ncccc34)o2)cc1,2.6*,10.8,16.5,12.8,14.2,24.5,12.3,37.4
Cc1nc2ccccc2n1C(=O)C[C@@H]1NC(=O)NC1=O,95.8,100.8,106.0,112.5,100.5,100.6,102.2,/
CC(C)(C)OC(=O)NCc1ccc(CNc2c([N+](=O)[O-])cnc3ccccc23)cc1,40.6,22.2,34.4,54.8,28.5,72.8,56.4,37.1
c1ccc(CC[n+]2ccccc2)cc1,100.3,92.1,119.7,111.8,102.0,102.9,102.5,124.9
CCN(CC)C(=O)c1cccnc1,108.3,109.1,92.8,98.5,/,106.5,97.9,90.5
Cc1c2ccccc2c(C)c2c1ccc1ccccc12,32.2,20.5,71.1,98.8,85.1,89.8,92.0,63.8
CC1Cc2cc(Br)ccc2-n2cccc21 (centres undefined),105.3,102.1,118.8,114.8,121.9,110.8,107.1,102.7
CCOC(=O)C1=C(C)Nc2nnc(Nc3ccccc3)n2C1c1ccccc1 (centres undefined),55.7,68.4,/,84.0,57.0,65.7,86.8,/
COC(=O)c1ccc(Cn2ccc(=O)[nH]c2=O)cc1,99.2,104.1,89.3,113.3,113.3,99.4,104.9,94.1
Nc1ccccc1C(=O)N/N=C\c1cccc([N+](=O)[O-])c1,69.7,80.4,104.2,101.3,104.1,95.0,94.2,/
Cc1ccc2nc(Sc3ncccc3C(=O)O)n(-c3ccccc3)c(=O)c2c1,97.3,/,108.9,105.0,/,91.9,104.3,101.3
